# Salmonella PhoP GFP: PhoP regulon inhibitors, Salmonella typhi PhoP promoter GFP reporter, confirmatory (AID 1850); Salmonella Typhi PhoP-promoter GFP reporter, fluorescence, 4 h; higher % means a stronger effect; inhibition, % at 50 µM, or IC50 in µM where a hit was titrated; 0.33% of 310,000 active; in the data active = a potency from the dose series; inconclusive = inhibition mostly from about 25% at the one dose, without a potency; inactive = the rest, 99 in 100 with inhibition below about 19%;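 also: 0% = induced wells with vehicle and 100% = uninduced wells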
# M. tuberculosis HTS: M. tuberculosis growth inhibition, HTS (AID 449762); M. tuberculosis H37Rv growth inhibition, 7H9 media; higher % means a stronger effect; inhibition, % at 25 µM; hits with a dose series show IC50 in µM; 0.59% of 330,000 active; in the data active = a potency from the dose series; inconclusive = inhibition above about 70% without an active follow-up result;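 also: bacterial growth assessed after seven days of incubation; strong numbers were not always called active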
# VEEV TC-83 Vero: inhibitors of VEEV TC-83 cytopathic effect, confirmation, Vero cells (AID 588727) | Vero cells, VEEV TC-83 cytopathic effect inhibition; higher % means a stronger effect | inhibition, % at 20 µM, or IC50 in µM where a hit was titrated | 0.13% of 350,000 active; in the data active = a potency from the dose series; inconclusive = inhibition mostly from about 14% at the one dose, without a potency; inactive = the rest, 99 in 100 with inhibition below about 12%; also: strong numbers were not always called active
# H1N1 NS1A inhibition: H1N1 influenza NS1A inhibitors, functional cell based assay (AID 504329). NS1A functional cell-based assay, percent inhibition; higher % means a stronger effect. inhibition, % at 12.5 µM, or IC50 in µM where a hit was titrated. 0.3% of 340,000 active; in the data active = a potency from the dose series; inconclusive = inhibition above about 27% without an active follow-up result; also: strong numbers were not always called active
# M. tuberculosis: growth inhibition of non-replicating M. tuberculosis (AID 488890); 0.39% of 320,000 active; Mycobacterium tuberculosis non-replicating, growth inhibition; higher % means a stronger effect; one-dose inhibition, % at 25 µM; IC50 in µM for titrated hits; in the data active = a potency from the dose series; inconclusive = inhibition mostly from about 82% at the one dose, without a potency; inactive = the rest, 99 in 100 with inhibition below about 76%;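 also: plate controls were DMSO cells for no effect and high antibiotic wells for full effect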
# VEEV TC-83 Vero 10K pilot screen: further read-out of VEEV TC-83 Vero, marked with its call; inhibition, %; measured here: 10K pilot screen inhibition
# An asterisk follows results filed as active; i = inactive; ? = inconclusive; / = no result given.
# Sample of the layout (five entries):
SMILES,Salmonella PhoP GFP,M. tuberculosis HTS,VEEV TC-83 Vero,H1N1 NS1A inhibition,M. tuberculosis,others
Cc1cc(C)n(-c2nc(SCCN(C)C)c3c4c(sc3n2)COC(C)(C)C4)n1,-1%,6%,i,26%,66%,
O=C(Nc1cccc(C(F)(F)F)c1)c1scc2c1OCCO2,-1%,-4%,1.6%,1%,-4%,
O=C(COc1ccc(Cl)cc1Cl)NN1C(=O)/C(=C\c2ccc(Cl)cc2)SC1=S,-8%,-2%,0.9%,-1%,12%,
Cn1/c(=N/NC(=O)c2cccc(OC(F)F)c2)sc2ccccc21,-27%,2µM*,1.0%,-1%,?,
COc1ccccc1NC(=O)CSc1nnc2ccccn12,/,-4%,0.4%,-5%,-11%,

# Results, from the first entry:
SMILES,Salmonella PhoP GFP,M. tuberculosis HTS,VEEV TC-83 Vero,H1N1 NS1A inhibition,M. tuberculosis,others
Cc1cc(C)n(-c2nc(SCCN(C)C)c3c4c(sc3n2)COC(C)(C)C4)n1,-1%,6%,i,26%,66%,
O=C(Nc1cccc(C(F)(F)F)c1)c1scc2c1OCCO2,-1%,-4%,1.6%,1%,-4%,
O=C(COc1ccc(Cl)cc1Cl)NN1C(=O)/C(=C\c2ccc(Cl)cc2)SC1=S,-8%,-2%,0.9%,-1%,12%,
Cn1/c(=N/NC(=O)c2cccc(OC(F)F)c2)sc2ccccc21,-27%,2µM*,1.0%,-1%,?,
COc1ccccc1NC(=O)CSc1nnc2ccccn12,/,-4%,0.4%,-5%,-11%,
COc1ccc(S(=O)(=O)CC(=O)Nc2nnc(C(F)(F)F)s2)cc1,0%,?,4.2%,-9%,24%,
C1=CC(c2cc3ccccc3o2)OC(CCc2ccccc2)C1 (configuration not stated),-5%,7%,1.9%,2%,27%,
Cc1cccc(NC(=O)C2CCCN2C(=O)Oc2ccccc2)c1 (configuration not stated),18%,6%,1.2%,-7%,-2%,
O=C(CN1CCN(CN2C(=O)NC3(CCCCCC3)C2=O)CC1)Nc1cccc(F)c1,/,0%,2.6%,-5%,-1%,
CCOCCCNC(=O)c1cn(C)c2ccc(S(=O)(=O)N3CCCC3)cc2c1=O,5%,-4%,3.5%,8%,-17%,
O=C(OCC(=O)N1CCN(S(=O)(=O)c2ccc(Cl)cc2)CC1)c1cc(Br)ccc1O,4%,3%,i,-5%,0%,
CC1CC(C(F)(F)F)n2ncc(C(=O)O)c2N1 (configuration not stated),2%,-2%,1.2%,6%,-8%,
CCC(=O)c1cn([C@H](CCC(OC)OC)CC(=O)OC(C)(C)C)cc1CC,10%,2%,0.1%,-4%,-3%,
COc1ccc(OC)c(NC(=S)NN2CCN(C)CC2)c1,4%,-7%,1.6%,-1%,-12%,
O=C(COc1ccccc1)Nc1cccc(-c2nnc(-c3ccccc3)o2)c1,11%,14%,7.0%,4%,16%,
COc1ccc(C)cc1NC(=O)C1CC(=O)N(CCc2ccc(F)cc2)C1 (configuration not stated),/,/,i,-6%,/,
O=C(O)c1cc(NCc2ccc(F)cc2)ccc1N1CCOCC1,-2%,2%,2.6%,-13%,-8%,
CCCN(C(=S)Nc1ccccc1)C1CCS(=O)(=O)C1 (configuration not stated),-5%,-1%,0.7%,14%,-8%,
O=C(Nc1ccccn1)C(F)(F)C(F)(F)C(F)(F)C(F)(F)C(=O)Nc1ccccn1,-5%,-2%,0.9%,0%,-18%,
Nc1ccc2c(c1)CC(=O)c1ccccc1S2,-6%,5%,1.2%,-2%,0%,VEEV TC-83 Vero 10K pilot screen=1.5
NS(=O)(=O)c1cccc(NC(=O)COC(=O)Cc2ccc(S(=O)(=O)N3CCOCC3)s2)c1,/,/,2.0%,-5%,/,
COc1ccc(S(=O)(=O)NCc2cc(=O)n(C)c(=O)n2C)cc1C,7%,-5%,3.3%,-8%,-4%,
Cc1ccc(S(=O)(=O)NNC(=O)CC#N)cc1,-4%,1%,0.1%,-6%,-12%,
COc1ccc(-c2[nH]ncc2CN(C)CCc2c(C)n[nH]c2C)c(F)c1,2%,-6%,i,-5%,-19%,VEEV TC-83 Vero 10K pilot screen=0.0
COc1ccccc1NC(=O)C1CCCN1S(=O)(=O)c1ccc(Cl)cc1 (configuration not stated),-23%,6%,i,1%,16%,
CC1(C)Cc2c(c(N3CCOCC3)nc3snc(NC(=O)c4ccccc4)c23)CO1,-25%,-3%,4.7%,6%,5%,
CCO[C@H]1OC(C(=O)N2CCOCC2)=C[C@@H](c2ccc3c(c2)OCO3)[C@@H]1CCCO,11%,-6%,2.7%,-16%,-26%,
COc1ccc(C2c3ccc(O)cc3Oc3ncn4nc(-c5cccnc5)nc4c32)cc1OC (configuration not stated),-12%,0%,11%,5%,-6%,
Cc1nn(C)c(=S)[nH]c1=S,/,/,0.3%,-10%,/,
N/C(=N\OC(=O)COc1ccc(Br)cc1)c1cccnc1,-9%,3%,0.6%,-3%,54%,
CCOC(=O)C(=O)Nc1nnc(COc2ccccc2)s1,7%,-1%,0.5%,1%,-14%,
COc1ccc(/C=N/n2c(C)nc3sc(C)c(C)c3c2=O)cc1OC,-12%,10%,1.1%,-7%,-4%,
CN=C1SC(CC(=O)Nc2ccc(F)cc2F)C(=O)N1/N=C/c1ccc(OC(F)F)c(OC)c1 (configuration not stated),10%,-2%,6.7%,6%,-26%,
CC(C)CNC(=O)C(=O)NN=C1CCCCCC1,4%,1%,0.7%,2%,15%,
COc1ccc(NC(=O)CSCC(=O)Nc2ccccc2N2CCCC2)cc1,-6%,-2%,1.3%,-5%,48%,
CC(=O)c1ccc(N2CCN(c3ccc4cc(S(=O)(=O)N5CCC(C)CC5)ccc4n3)CC2)cc1,-5%,1%,i,5%,-9%,
Cc1cccc2c(=O)cc(C(F)(F)F)[nH]c12,-27%,1%,1.9%,3%,/,
CC1Cc2ccccc2N1C(=O)CSc1nncs1 (configuration not stated),/,-5%,2.1%,-3%,-1%,
COc1cccc(NC(=O)[C@H](NC(=O)[C@@H]2Cc3ccccc3CN2)c2ccccc2)c1,0%,5%,5.7%,-3%,19%,
O=[N+]([O-])c1ccc2oc(C3CCCCC3)nc2c1,23%,-4%,0.4%,2%,21%,
COCCn1c(=NC(=O)c2ccco2)sc2cc(C(=O)OC)ccc21,7%,17%,i,0%,-10%,
CC1CC(NC(=O)C2(C)CC2(Cl)Cl)CC(C)(C)C1 (configuration not stated),8%,-1%,i,-4%,19%,
COc1ccc2nc(/N=C(\N)NC(=O)N3c4ccccc4Sc4ccccc43)nc(C)c2c1,-1%,31%,0.4%,-4%,-3%,
CCCS(=O)(=O)c1c(S(=O)(=O)CCC)c2cc(CC)ccn2c1C(=O)OC,-8%,-6%,7.9%,3%,15%,
CCSc1nnc(NC(=O)CSc2nc3c(c(=O)n2C)SC(C)C3)s1 (configuration not stated),-3%,4%,1.5%,2%,18%,
CCn1c(=NC(=O)c2cccc(N3C(=O)CCC3=O)c2)sc2c(OC)ccc(OC)c21,9%,2%,1.0%,5%,-4%,
Cc1ccc(CNC(=O)C2c3ccccc3C(=O)N(C)C2c2c[nH]c3ccccc23)o1 (configuration not stated),-5%,-12%,/,/,5%,
CCn1c(C(=O)O)c(CC(=O)N(C)c2ccc(OC)cc2OC)c2ccccc21,-5%,2%,0.5%,-14%,1%,
Cc1c(C(=O)Nc2nnc(C(F)(F)F)s2)oc2ccccc12,-5%,9%,i,-7%,2%,
Cc1ccc(N2C(=O)CC(n3ccnc3)C2=O)cc1C (configuration not stated),9%,-6%,1.8%,-8%,4%,
# Further structures follow.
SMILES,Salmonella PhoP GFP,M. tuberculosis HTS,VEEV TC-83 Vero,H1N1 NS1A inhibition,M. tuberculosis,others
O=C(NC(=S)NCc1ccccc1)c1ccc(Br)cc1,-24%,4%,3.5%,/,79%,
CCOC(=O)c1ccc(NS(=O)(=O)c2ccc(Cl)nc2)cc1,-1%,0%,/,/,9%,
COc1ccccc1-c1cccc([C@@H]2C[C@H]3[C@@H](CN2)CON3C)c1,/,/,0.2%,4%,/,
COc1cccc(/C=N/n2cncn2)c1OCC#N,0%,3%,1.7%,-6%,-15%,
CCOC(=O)N1CCN(C(=O)COc2cccc3c2CCN(CC)C3=O)CC1,5%,-2%,0.1%,3%,5%,
CC(C)[C@H](NC(=O)NC1CCCC1)C(=O)O,-3%,-5%,0.7%,-4%,-3%,
CC(C)Oc1ccc(C(=O)Nc2ccccc2N2CCCC2)cc1,-11%,2%,0.9%,6%,63%,
CCCCn1c(N)c(N(Cc2ccccc2OC)C(=O)COc2ccccc2C#N)c(=O)[nH]c1=O,2%,7%,1.0%,-3%,5%,
O=C(CS(=O)(=O)c1ccc(F)cc1)N1CCN(c2ccccc2)CC1,2%,-5%,1.3%,-5%,4%,
COc1cccc(NC(=O)c2cccnn2)c1,10%,0%,0.0%,24%,2%,
COc1ccccc1CC(=O)N(Cc1ccccc1)c1ccc(C)cc1,-9%,-5%,5.7%,-3%,20%,
O=C(NCc1nc(-c2ccc(Cl)cc2)no1)c1ccc2c(c1)OCO2,1%,-11%,3.0%,4%,0%,
COc1cccc(CN(C)C(=O)c2ccc(NC(=O)CC3SC(N4CCCC4)=NC3=O)cc2)c1OC (configuration not stated),6%,1%,2.9%,-5%,0%,
CC(Oc1ccccc1)C(=O)N/N=C/c1ccccn1 (configuration not stated),-4%,7%,2.2%,3%,49%,
CCOc1ccc(N/C(=N/c2nc(C)cc(C)n2)NC(C)=O)cc1,7%,59%,0.0%,-2%,1%,
CCN(C[C@H]1N[C@@](CC)(C(=O)OC)[C@H]2C(=O)N(C)C(=O)[C@@H]12)C(=O)Nc1ccccc1,/,-3%,i,-1%,-2%,
CCc1ccc(C(=O)/C=C/c2ccc([N+](=O)[O-])o2)cc1,-8%,?,>25µM*,6%,?,
CNC(=O)c1ccccc1Nc1ccc(SC(F)F)cc1,-5%,0%,1.8%,-12%,13%,
CCOCCCN(C)C1CCN(C(=O)c2oc3ccccc3c2NC(=O)c2cccc([N+](=O)[O-])c2)CC1,5%,3%,5.3%,6%,22%,
COC(=O)C(CCSC)NC(=O)c1cccc([N+](=O)[O-])c1 (configuration not stated),0%,-3%,1.1%,2%,-19%,
CCc1ccccc1N1C(=O)c2ccccc2S1(=O)=O,5%,-3%,0.8%,-6%,10%,
O=C(CSc1nc2ccccc2c(=O)[nH]1)Nc1ccccc1O,9%,3%,2.2%,5%,66%,
O=C(O)C/C(=C\c1ccc2c(c1)OCO2)c1nc2ccccc2s1,-6%,5%,2.1%,-3%,2%,
CCc1ccc(Nc2nnc(SCC(=O)Nc3cccnc3Cl)s2)cc1,-5%,?,1.5%,-4%,?,
N#Cc1nc(-c2ccc(F)cc2)oc1NCCCn1ccnc1,11%,-7%,/,/,6%,
CSc1ccc(C(c2c(C)[nH][nH]c2=O)c2c(C)[nH][nH]c2=O)cc1,1%,-8%,1.4%,-1%,-10%,
COc1ccc(CC(=O)Nc2ccc(C)cc2O)cc1S(=O)(=O)N1CCOCC1,3%,-2%,5.1%,-1%,6%,
NC(=O)N(CCC(=O)O)c1ccccc1,0%,-3%,i,-7%,17%,
Cc1ccccc1-c1cccc([C@@H]2C[C@H]3CN(Cc4cccnc4)C(=O)[C@]34CCCN24)c1,-9%,5%,i,-1%,-5%,
COc1cccc(-c2nn(-c3ccccc3)cc2CN2CCCO2)c1,7%,54%,8.3%,-5%,1%,
CC(=O)Nc1cccc(C(=O)NCCc2ccco2)c1,14%,-6%,3.8%,-9%,-3%,
CCOc1ccc(N(CC(=O)NC2CCCCCC2)S(=O)(=O)c2c(C)noc2C)cc1,-3%,-11%,0.9%,1%,/,
CCOC(=O)C(=CNc1cc(Cl)c(-c2ccco2)c(Cl)c1)C(=O)OCC,2%,70%,5.6%,1%,52%,
Cc1ccc(N(C(=O)c2csnn2)C(C(=O)NC(C)(C)C)c2ccncc2)cc1 (configuration not stated),23%,8%,0.5%,-8%,4%,
CCc1ccc(/C=N/NC(=O)c2c[nH]c3ccccc23)s1,19%,-5%,2.4%,19%,43%,
COc1cc2c(cc1OC)C(c1ccccc1F)NCC2 (configuration not stated),-6%,-10%,0.3%,-2%,27%,
O=C(COC(=O)CCOc1ccccc1)Nc1ccc(Cl)cn1,-5%,6%,0.5%,-9%,/,
Cc1nnc(SCC(=O)N2CCC(C(N)=O)CC2)s1,-3%,0%,0.4%,-8%,3%,
COc1cc2c(=O)n(Cc3ccco3)c(=O)n(CC(=O)c3ccc(Br)cc3)c2cc1OC,-4%,-7%,8.4%,2%,-14%,
COc1ccc(S(=O)(=O)N2CCCCC2)cc1NC(=O)C1CSC2(C)CCC(=O)N12 (configuration not stated),10%,3%,7.7%,10%,20%,
